Screening data: PubChem BioAssay, The Scripps Research Institute Molecular Screening Center
ADAM17 inh = ADAM17 inhibition, QFRET primary screen. 370,000 tested, 0.83% active. recombinant ADAM17, EDANS/DABCYL FRET peptide cleavage. AID 720648. P78536. inhibition, % at 6.95 µM;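 active = inhibition above the mean of compounds lying between control limits plus 3 SD, set per campaign, cut at about 8.5% in these data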;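 note: 0% = DMSO-only wells as the low control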
Target sequence (P78536 215-824 limits assumed): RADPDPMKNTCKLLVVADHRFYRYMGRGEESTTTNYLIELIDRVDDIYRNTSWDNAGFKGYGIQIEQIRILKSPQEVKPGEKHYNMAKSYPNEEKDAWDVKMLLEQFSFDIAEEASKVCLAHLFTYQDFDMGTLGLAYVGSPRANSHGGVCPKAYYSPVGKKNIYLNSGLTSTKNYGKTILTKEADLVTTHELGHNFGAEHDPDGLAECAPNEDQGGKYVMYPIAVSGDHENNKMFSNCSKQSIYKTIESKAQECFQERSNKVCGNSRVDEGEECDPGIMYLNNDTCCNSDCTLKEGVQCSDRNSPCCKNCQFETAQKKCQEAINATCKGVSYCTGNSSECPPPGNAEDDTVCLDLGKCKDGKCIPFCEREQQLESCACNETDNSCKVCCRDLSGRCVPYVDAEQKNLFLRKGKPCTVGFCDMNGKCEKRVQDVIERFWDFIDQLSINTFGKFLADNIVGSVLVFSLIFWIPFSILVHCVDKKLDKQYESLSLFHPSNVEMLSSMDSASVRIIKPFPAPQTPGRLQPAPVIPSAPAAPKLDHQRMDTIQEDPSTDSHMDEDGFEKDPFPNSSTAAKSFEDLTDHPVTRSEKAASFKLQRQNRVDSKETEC
GAA850 FXN act = activators of GAA850 frataxin (FXN) promoter | HEK293 lucGAA850 FXN promoter luciferase reporter, 24 h; percent of 10 µM SAHA response | activation, % at 6 µM | 360,000 tested, 0.56% active | AID 540364;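 active = activation above the average of all compounds screened plus 3 SD, cutoff fixed separately per campaign, cut at about 7.5% in these data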;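 note: 0% = DMSO wells and 100% = 10 µM SAHA wells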
ADAM10 inh = ADAM10 inhibition, QFRET primary screen | O14672 | inhibition, % at 7 µM | 370,000 tested, 0.62% active | recombinant ADAM10, EDANS/DABCYL FRET peptide cleavage, 3 h;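 active = inhibition above a per-campaign cutoff equal to the mean of compounds falling between control-based bounds plus 3 SD, cut at about 20% in these data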;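 note: 0% = DMSO wells while the 100% control is not disclosed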
DAX1 inh-1 = blocks DAX1 repression of SF-1 activated StAR promoter; HEK293T StAR-luciferase reporter, SF-1/DAX-1 repression relief; inhibition, % at 6.8 µM; 370,000 tested, 1.1% active; AID 652010;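 active = inhibition above the mean over all tested compounds plus 3 SD, cut at about 3.6% in these data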;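 note: 0% = DAX-1 cells with DMSO and 100% = cells lacking DAX-1 with DMSO; higher inhibition means more luminescence from relief of DAX-1 repression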
DAX1 inh-2 = NR0B1 (DAX1) inhibition; 340,000 tested, 0.99% active; P51843; HEK293 Gal4-DAX1 luciferase reporter, luminescence; AID 504766; inhibition, % at 6.75 µM;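 active = inhibition above the mean over all tested compounds plus 3 SD, cut at about 4.2% in these data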;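 note: 0% = DAX1-transfected cells with DMSO and 100% = empty-vector control cells with DMSO; inhibition shows as a rise in luminescence from relieved DAX1 repression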
hgDAF-12 ag = agonists of H. glycines DAF-12 nuclear receptor; HEK293 GAL4-hgDAF12 UAS-luciferase reporter, agonist luminescence; normalized to butyrate control; activation, % at 6.8 µM; 370,000 tested, 1.8% active; AID 687014;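 active = activation above a cutoff set at the mean of all screened compounds plus 3 SD, cut at about 10% in these data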;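 note: 0% = DMSO wells and 100% = sodium butyrate wells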
HGIII-sPLA2 inh = Inhibits HGIII-sPLA2 liposome hydrolysis, primary screen | Q9NZ20 | QFRET BODIPY PC-A2 liposome hydrolysis, fluorescence | inhibition, % at 12.2 µM | 370,000 tested, 0.56% active;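 active = inhibition above mean plus 3 SD of compounds lying within the high and low control bounds, cut at about 19% in these data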;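 note: 0% = median of test compound wells and 100% = no enzyme DMSO wells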
Target sequence (Q9NZ20 whole entry, looked up): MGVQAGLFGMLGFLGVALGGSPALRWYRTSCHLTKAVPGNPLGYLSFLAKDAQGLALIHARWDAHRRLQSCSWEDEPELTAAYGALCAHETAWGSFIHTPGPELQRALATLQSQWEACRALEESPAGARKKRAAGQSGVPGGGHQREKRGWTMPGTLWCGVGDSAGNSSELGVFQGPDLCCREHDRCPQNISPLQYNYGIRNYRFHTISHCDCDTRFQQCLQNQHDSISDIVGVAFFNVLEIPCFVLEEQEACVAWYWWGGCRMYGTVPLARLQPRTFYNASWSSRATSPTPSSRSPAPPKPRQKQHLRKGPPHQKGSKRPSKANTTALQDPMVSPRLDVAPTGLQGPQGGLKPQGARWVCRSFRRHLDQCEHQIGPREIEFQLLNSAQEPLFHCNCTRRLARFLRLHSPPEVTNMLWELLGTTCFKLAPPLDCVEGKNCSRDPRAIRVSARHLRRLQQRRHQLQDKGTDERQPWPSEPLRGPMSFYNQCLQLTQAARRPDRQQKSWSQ
PLC-beta3 inh = inhibitors of human phospholipase C beta3 | Purified PLC-beta3, fluorogenic substrate, fluorescence | 370,000 tested, 0.18% active | Q01970 | inhibition, % at 12.2 µM; in the data active = inhibition above about 11%;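 note: 0% = median of compound wells on plate and 100% = full blocker control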
PLC-gamma1 inh = inhibitors of human phospholipase C gamma1. 370,000 tested, 0.84% active. inhibition, % at 12.2 µM. purified PLC-gamma1, fluorogenic substrate, fluorescence; in the data active = inhibition above about 9.5%
ssDAF12 agonist = S. stercoralis DAF-12 activation, primary screen. AID 652126. activation, % at 6.8 µM. 370,000 tested, 1% active. HEK293 ssDAF-12/GRIP1 lit1-tk-luc reporter, luminescence; % of 3 µM dafachronic acid response;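 active = activation above the mean over all tested compounds plus 3 SD, cut at about 0.9% in these data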;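 note: 0% = DMSO-only wells and 100% = 3 µM delta7-dafachronic acid wells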
hcDAF-12 act = H. contortus DAF-12 activation, primary screen; activation, % at 6.8 µM; 370,000 tested, 1.4% active; HEK293 hcDAF-12 lit1-tk-luc reporter, luminescence; 0% DMSO, 100% Δ7-dafachronic acid; AID 652067;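 active = activation above the mean of all tested compounds plus 3 SD, cut at about 5.5% in these data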;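 note: 100% = response to 3 µM Δ7-dafachronic acid high control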
Starred values were filed as active, the others as inactive; x = not tested or not shown. This is a subset, so the mix of outcomes need not match the whole.

SMILES	ADAM17 inh	GAA850 FXN act	ADAM10 inh	DAX1 inh-1	DAX1 inh-2	hgDAF-12 ag	HGIII-sPLA2 inh	PLC-beta3 inh	PLC-gamma1 inh	ssDAF12 agonist	hcDAF-12 act
Cn1cc(C(=O)OCC(=O)NC2(C#N)CCCC2)c2ccccc21	-1	-0.3	1	1.8	0.3	1.3	0	1	-4	-1.4	-1.1
O=c1[nH]c(O)c(N=Nc2cccc(S(=O)(=O)N3CCOCC3)c2)c(=O)[nH]1	-1	0.7	-7	0.1	0.1	-1.2	3	-1	-2	-1.3	0.8
CC(=O)N1CN2CN(C(C)=O)CC(C(=O)c3ccc(Br)cc3)(C2)C1	6	0.9	-14	0.1	0.5	-0.9	11	9	12*	-1.5	-0.7
COc1ccc(OC)c(C2=NOC(C(=O)N3CCC4(CC3)OCCO4)C2)c1 (centres undefined)	-11	-1.5	-38	-0.4	-0.8	1.5	0	-4	-4	-0.9	-0.3
CC1CCN(C(CC(=O)c2ccccc2)C(=O)c2ccccc2)CC1 (centres undefined)	4	3.6	9	3.0	3.1	9.0	-12	-10	4	-0.8	4.5
OC(CC#CCN1CCCCCC1)(c1ccccc1)C1CCCC1 (centres undefined)	-1	0.6	3	-0.1	0.9	2.6	-10	-3	1	-1.5	2.1
COc1cc(/C=N/NC(=O)Cn2c([N+](=O)[O-])cnc2C)ccc1OC(=O)N(C)C	-2	0.5	-6	1.4	-0.2	-1.9	-3	2	1	-0.4	-2.0
COc1cc2c(cc1OC)C(C(=O)NCCC(C)C)C1CCCCN1C2=O (centres undefined)	-2	4.2	-1	0.3	-1.5	5.3	-5	3	1	-1.1	-1.6
Cc1[nH]c2ccc(OCc3ccccc3)cc2c1CCN	1	1.0	7	0.1	0.9	-0.5	5	-3	1	-1.1	0.1
COC(=O)C1=C(c2cccc(C#N)c2)C[C@@H]2CC[C@H]1N2C(=O)NC1CC1	-1	-2.2	0	0.2	0.0	-0.5	6	3	3	-1.1	-2.0
Fc1ccc2c(c1)nnn2C1CCN(Cc2c(Cl)cccc2Cl)CC1	-2	0.1	4	0.6	-0.2	1.3	-3	-3	-1	-1.3	-1.4
C[C@]12CCC3=C4CCC(=O)C=C4CC[C@H]3C1CC[C@@H]2O (some centres undefined)	-8	0.5	-8	-0.2	1.1	-0.6	5	-26	-15	-1.1	-2.6
COC(=O)C1=C(c2ccc(OCc3ccccc3)cc2)C[C@@H]2CC[C@H]1N2C(=O)NCc1ccc2[nH]ccc2c1	4	-13	-6	-1.4	-1.1	1.4	-8	3	-4	-1.0	-0.8
COC(=O)C1=C(c2ccccc2OCc2ccccc2)C[C@@H]2CC[C@H]1N2C(=O)NCCOc1ccc(OC)cc1	5	-2.5	3	-0.2	0.8	-1.5	-11	2	1	-1.8	-2.7
CCC1(OC(=O)c2ccccc2)CC(C)N(C)CC1C (centres undefined)	-2	1.0	-2	0.1	-1.0	2.0	-1	-2	0	-1.5	1.1
CCN(CC)CCCNC(=O)c1c(O)c2ccccc2n(Cc2ccccc2)c1=O	1	1.8	15	-0.1	-0.7	0.4	-2	4	5	-0.6	-0.1
CCN(CC)S(=O)(=O)c1ccc(NN=C(C#N)C#N)cc1	6	-1.3	11	-0.1	-0.8	-1.4	-7	7	5	-1.7	-0.3
O=C(CNC(=O)c1ccccc1Cl)Nc1ccc(Br)cc1C(=O)c1ccccc1	2	0.0	4	-0.7	-0.8	-0.4	-8	1	2	-0.9	-1.7
COc1ccccc1CN1CCN(C(=O)COc2ccc3ccccc3c2)CC1	1	-1.1	4	-0.3	-0.7	0.8	-13	-9	0	-0.9	0.1
C[C@H]1CC[C@@H]2N(C1)C[C@H]1[C@@H]3C[C@H]4[C@@H](CC(=O)[C@H]5C[C@@H](O)CC[C@@]54C)[C@@H]3CC[C@H]1[C@]2(C)O	4	-0.4	-8	0.2	0.9	-0.1	2	-2	4	-0.8	4.0

Overlap with the part before: 2 compounds, then new ones.
SMILES	ADAM17 inh	GAA850 FXN act	ADAM10 inh	DAX1 inh-1	DAX1 inh-2	hgDAF-12 ag	HGIII-sPLA2 inh	PLC-beta3 inh	PLC-gamma1 inh	ssDAF12 agonist	hcDAF-12 act
COc1ccccc1CN1CCN(C(=O)COc2ccc3ccccc3c2)CC1	1	-1.1	4	-0.3	-0.7	0.8	-13	-9	0	-0.9	0.1
C[C@H]1CC[C@@H]2N(C1)C[C@H]1[C@@H]3C[C@H]4[C@@H](CC(=O)[C@H]5C[C@@H](O)CC[C@@]54C)[C@@H]3CC[C@H]1[C@]2(C)O	4	-0.4	-8	0.2	0.9	-0.1	2	-2	4	-0.8	4.0
O=C1NC(=S)N(c2ccc(F)cc2)C(=O)/C1=C/c1ccccc1O	-2	1.4	-2	0.4	1.3	-0.4	5	-11	-2	-1.0	-0.3
Clc1ccc(OCC#CCN2CCOCC2)cc1	0	1.2	-3	0.5	4.1	2.1	1	3	3	-0.1	-1.0
CCOC(=O)[C@]12Cc3c(cc(OC)c(OC)c3OC)[C@H]1N(C1CCCCC1)C(=O)c1ccccc12	-3	x	-11	-4.4	x	-11	-2	-4	-3	-2.3	-2.0
CC(Cc1ccccc1)NC=O (centres undefined)	-2	0.2	-9	1.3	2.7	-2.4	6	6	5	-1.1	-1.6
C[N+](C)(C)CC#CCOC(=O)Nc1cccc(Cl)c1	-1	-1.4	3	0.3	-0.1	-0.5	-2	3	1	-1.1	0.7
NCC(CC(=O)O)c1ccc(Cl)cc1 (centres undefined)	-2	1.5	-6	-0.4	0.3	-0.4	10	1	3	-1.3	-0.1
CN1C(=O)/C(=C\c2ccc(Br)s2)C(=O)NC1=S	1	0.5	-1	-0.2	1.5	1.4	1	-12	-2	-1.2	0.8
COC(=O)NC(=C(Cl)Cl)P(=O)(c1ccccc1)c1ccccc1	-6	0.3	-7	0.0	1.1	2.5	4	-8	-2	-0.9	0.5
CCOC(=O)C(O)(c1ccc(NC(=O)Oc2ccccc2)cc1)C(F)(F)F (centres undefined)	0	-0.7	-1	0.3	-1.6	0.9	1	2	-1	-0.5	0.1
O=C(c1ccccc1F)c1cn(CC(=O)N2CCOCC2)c2ccccc12	8.6*	-1.2	-10	0.0	0.5	-0.8	10	6	3	-1.1	-0.8
CC1(c2ccc(Cl)cc2Cl)OCC(Cn2cncn2)O1 (centres undefined)	-1	3.4	4	-0.1	-0.7	0.2	0	2	0	-1.3	-1.3
COc1ccc(CN2CCNCC2)cc1	-2	1.4	-5	0.2	1.1	0.6	-4	-3	1	-1.0	0.9
COC(=O)C1=C(c2ccc3ccccc3c2)C[C@@H]2CC[C@H]1N2C(=O)N1CCOCC1	-5	-0.5	4	-1.2	-1.5	-4.5	1	-1	7	-2.0	-3.9
C=CCN1C(=O)/C(=C/c2ccc(N3CCOCC3)o2)C(=O)NC1=S	1	0.2	-1	-0.1	-1.7	0.3	3	-6	-3	-1.1	-1.2
Cc1cc(OCC(=O)O)c2c3c(c(=O)oc2c1)CCCC3	-164	0.3	-484	-0.1	-0.8	0.4	4	-354	-297	-1.2	1.5
CCOC(=O)CC1c2ccccc2-n2nncc2CN1Cc1ccc(OC)cc1 (centres undefined)	-1	-0.7	-10	1.1	-1.3	1.6	8	-1	0	-0.9	-1.1
O=NN1CCCCC1	-1	0.9	-5	0.9	0.6	-1.9	0	1	1	-1.5	-0.7
COc1cc(C(=O)NN=Cc2ccc(N(CCCl)CCCl)cc2)cc(OC)c1OC	-7	-3.9	-38	2.4	-0.4	0.3	0	-412	-306	0.0	0.5
Cc1cccc(N2CCN(Cc3ccc4c(c3)OCO4)CC2)c1C	1	-1.9	-1	-0.6	-1.4	2.0	6	-5	3	-1.1	-3.1
CCN(CC)C(=O)c1ccc(NC(=O)c2cccc(S(=O)(=O)N3CCN(C)CC3)c2)cc1	-1	-1.0	-4	0.3	-0.3	-1.3	-6	-6	-3	-1.0	-0.9
CCS(=O)(=O)N1CCCC(C(=O)N2CCC3(CC2)OCCO3)C1 (centres undefined)	8	1.0	2	0.3	1.9	0.4	3	4	9	-0.9	-1.2
Cc1ccc2c(c1N)C(=O)c1ccccc1C2=O	1	5.2	-16	5.3*	1.4	16*	13	-8	3	0.8	3.7
O=C1NC(=O)C(Cc2cccs2)C(=O)N1	-1	0.6	-7	0.5	1.2	-1.9	2	3	3	-1.0	-1.4
CC(C)(C)NC(=S)/N=C(\N)N[N+](=O)[O-]	-2	-2.2	-6	-0.5	-0.2	0.2	7	-3	0	-0.9	-0.4
CC(C)N(CC(O)c1cccc([N+](=O)[O-])c1)C(C)C (centres undefined)	3	-0.6	-3	0.0	-1.0	-1.2	-3	3	4	-1.8	-0.1
CC1=C2[C@H]3OC(=O)[C@@H](C)[C@@H]3CC[C@@]2(C)C=CC1=O	2	0.1	-7	-0.4	-0.1	1.0	0	4	0	-0.8	-2.3
CCOC(=O)c1c(/N=C/c2c(O)n(-c3ccc(F)cc3)c(=S)[nH]c2=O)sc2c1CCCC2	-1	0.5	-4	-1.1	-1.9	0.4	1	-4	-1	-0.8	1.0
C=CCN(CC=C)Cc1c[nH]c2ccccc12	-1	x	-2	-1.0	x	3.0	-21	0	-1	0.6	4.0
CCOC(=O)c1cnc(SCc2ccc(Cl)c(Cl)c2)nc1N1CC1	1	0.2	1	0.0	1.5	-2.0	-3	-4	0	-1.5	-0.6
O=c1[nH]c(=O)n(Cc2ccc(F)cc2)c(O)c1C=Nc1ccc(Cl)cc1	-3	-1.3	-3	-0.4	2.1	0.3	-1	-6	-2	-1.4	0.0
CC(=O)Nc1cccc([As](=O)(c2cccc(NC(C)=O)c2)c2cccc(NC(C)=O)c2)c1	-5	3.7	-1	0.9	0.3	1.2	-5	-5	1	-0.6	-1.2
Oc1ccc2c3c1O[C@H]1c4[nH]c5c(c4CC4(O)C(C2)N(CC2CC2)CCC314)CC1(O)[C@H]2Cc3ccc(O)c4c3[C@@]1(CCN2CC1CC1)C5O4 (some centres undefined)	-6	x	-4	1.9	x	-0.9	-25	-8	-16	0.2	0.1
C=CCn1c(O)c(/C=C2/C=c3ccccc3=N2)c(=O)[nH]c1=S	-3	0.9	-2	-0.2	-0.2	-0.7	3	-11	1	0.0	5.3
COc1ccccc1OC(=O)c1ccc(C)c(S(=O)(=O)N2CCOCC2)c1	1	1.9	1	0.4	0.4	1.4	-6	-3	0	-0.7	-0.9
CCCc1nc2ccccc2c(=O)n1-c1ccccc1OC	-2	-0.7	10	-0.2	-0.9	0.0	-9	3	3	-1.4	-1.6
CC1=NNC(=O)C1Br (centres undefined)	0	-1.2	1	-1.8	-0.3	-2.9	-1	2	1	-1.2	-0.2
Cc1ccc(Cc2c(C)nc3nc(SCC(=O)N4CCC5(CC4)OCCO5)nn3c2C)cc1	-4	-3.3	-12	-0.9	-2.1	0.5	-4	-6	-3	-0.6	-1.2
CC(=Nc1ccc(F)cc1)c1c(O)n(C)c(=O)[nH]c1=O	-3	1.3	-2	-0.2	4.1	0.9	-1	-12	-1	-1.1	-1.9
